HCT116 bCat-KO: beta-catenin-lacking colon tumor cell growth suppression; HCT116 beta-catenin knockout viability, CellTiter-Glo, 60 h; hits give low values; viability, % at 10 µM; 1.5% of 140,000 active;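 active = viability at or under a set limit, the compound median less 4 SD, cut at about 6% in these data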;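 also: 0% = Hyamine 1622 control at 20 µM and 100% = untreated cell control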
Measles CPE: protection of cells from measles virus | protection (pct of control), % at 4 µM | 1.5% of 140,000 active | AID 841 | Measles virus-infected cells, CPE protection, absorbance; in the data active = protection mostly above about 24%, no sharp cut-off; inactive = mostly below about 26%; also: some compounds called inactive have numbers as strong as hits
MRP-1 activ: MRP-1 activation; H69AR cells + doxorubicin, viability rescue, CellTiter-Glo; viability increase, % at 10 µM; AID 799; 0.61% of 140,000 active;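 active = viability gain under doxorubicin at or above a set limit, the compound median plus 3 SD, cut at about 4.7% in these data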;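 also: MRP-1 overexpressing cells given doxorubicin 25 µM after compound pretreatment; 18-22 h compound pretreatment then 72 h with doxorubicin before readout; 0% = doxorubicin-only wells and 100% = vehicle-treated cells without doxorubicin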
PTEN del growth: suppresses growth of cells with PTEN deletion | HCT116 PTEN-null viability, CellTiter-Glo, 60 h; hits give low values | 1.2% of 140,000 active | AID 827 | viability, % at 10 µM;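 active = viability at or below a set limit, 4 SD under the median of all tested compounds, cut at about 3.7% in these data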;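 also: PTEN knockout HCT116 line with beta catenin targeted HCT116 as companion control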
E-sel TNF inh: TNF alpha driven E-selectin expression inhibition; HUVEC TNFa-induced E-selectin immunofluorescence, high content; 0.71% of 120,000 active; inhibition, % at 2 µM;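 active = inhibition above the batch mean plus 3 SD, and confirmed as a hit on visual image review, cut at about 43% in these data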;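 also: 0% = TNF-stimulated DMSO wells and 100% = unstimulated control wells; not every result past the cut was called active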
GALR2 blocker: GALR2 (human) receptor antagonism; 0.39% of 140,000 active; GALR2-expressing cells, antagonist mode; inhibition, % at 4 µM; AID 828; in the data active = inhibition above about 27%;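 also: cells stimulated with galanin 1-16 at roughly its EC80; 0% = agonist challenge control and 100% = basal control without agonist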
Target sequence (O43603 whole entry, looked up): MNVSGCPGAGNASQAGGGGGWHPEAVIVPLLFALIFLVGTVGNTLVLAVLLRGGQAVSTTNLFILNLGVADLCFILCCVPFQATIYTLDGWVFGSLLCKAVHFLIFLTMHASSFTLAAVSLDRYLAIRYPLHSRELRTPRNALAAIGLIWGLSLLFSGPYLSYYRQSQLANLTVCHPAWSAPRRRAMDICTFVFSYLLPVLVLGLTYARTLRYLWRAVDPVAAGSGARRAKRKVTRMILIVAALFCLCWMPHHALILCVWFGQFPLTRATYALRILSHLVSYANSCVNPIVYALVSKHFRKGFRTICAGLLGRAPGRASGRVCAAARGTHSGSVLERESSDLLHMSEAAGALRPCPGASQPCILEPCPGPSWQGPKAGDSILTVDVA
BB579 growth dn: reduces growth of yeast BB579 in restrictive medium; S. cerevisiae BB579 growth, OD615, 48 h; inhibition, % at 10 µM; 0.51% of 140,000 active;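 active = inhibition above a set limit, 3 SD over the mean compound inhibition, cut at about 44% in these data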; also: inactives centre near -24
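Detection: OD615 turbidity measurement; Material: Saccharomyces cerevisiae DeaD strain BB579, replicative lifespan model yeast; Timing: 48 h exposure, 30 °C; Doses: single 10 µM dose; Medium: CSMM-D restrictive synthetic medium containing dextrose (glucose); Controls: amphotericin B at 10 µg/mL as positive control.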
Phagocytosis inh: inhibitors of macrophage phagocytosis; inhibition, % at 5 µM; J774A.1 macrophage IgG-bead phagocytosis, imaging; 0.07% of 110,000 active;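 active = inhibition above the mean of the plate negative controls plus 5 SD, cut at about 13% in these data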;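 also: phagocytic index as fraction of beads internalized from green versus red external bead signal; plate controls were DMSO negative control for no effect and cytochalasin-D positive control for full effect; some results beyond the cut were filed as inactive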
NPY Y2 blocker: antagonists of human neuropeptide Y receptor Y2; 0.99% of 140,000 active; inhibition, % at 2.7 µM; P49146; NPY-Y2 expressing cells, antagonist mode; in the data active = inhibition above about 17%;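 also: 0% = vehicle with agonist challenge and 100% = reference antagonist with challenge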
Target sequence (P49146 whole entry, looked up): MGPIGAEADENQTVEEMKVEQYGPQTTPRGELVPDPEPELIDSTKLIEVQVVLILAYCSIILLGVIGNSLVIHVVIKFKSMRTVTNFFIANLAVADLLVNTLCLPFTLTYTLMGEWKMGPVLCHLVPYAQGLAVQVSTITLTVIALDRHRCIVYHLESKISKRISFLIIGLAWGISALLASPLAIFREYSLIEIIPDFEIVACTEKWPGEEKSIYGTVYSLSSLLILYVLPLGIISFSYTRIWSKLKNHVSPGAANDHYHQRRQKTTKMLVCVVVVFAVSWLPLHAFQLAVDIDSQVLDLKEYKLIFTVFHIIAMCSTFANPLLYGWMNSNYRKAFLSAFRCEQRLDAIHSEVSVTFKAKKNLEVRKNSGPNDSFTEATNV
Yeast life ext: yeast lifespan extension; S. cerevisiae growth with nicotinamide, OD615; deaD strain in restrictive glucose medium; inhibition of the nicotinamide effect, % at 10 µM; 0.68% of 130,000 active; AID 775;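 active = inhibition above a set limit, placed 3 SD over the median of all compounds, cut at about 26% in these data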;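 also: 0% = nicotinamide-treated wells and 100% = cells grown without nicotinamide; some compounds called inactive have numbers as strong as hits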
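System: Modified budding yeast, DeaD strain | Buffer or medium: Restrictive glucose medium | Also added: 1.5 mM nicotinamide | Doses: 10 µM single point, 0.25% DMSO | Schedule: 48 h compound exposure at 30 °C, humidified | Detection: Absorbance at 615 nm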
Numbers without * were called inactive; . = not tested or not shown.

Second line of a record: HCT116 bCat-KO, Measles CPE, MRP-1 activ, PTEN del growth, E-sel TNF inh, GALR2 blocker, BB579 growth dn, Phagocytosis inh, NPY Y2 blocker, Yeast life ext
CCNc1nc(-c2cc3ccccc3o2)cs1
 : 86.5, 11.0, -0.1, 88.5, 7.5, 7.5, -37.0, -3.8, 1.9, -4.7
O=C(Cn1nc(-c2cccc([N+](=O)[O-])c2)c2ccccc2c1=O)Nc1cccnc1
 : 96.3, 6.9, 1.2, 95.9, -47.3, 0.4, -12.9, -1.4, 1.3, -9.2
COc1ccc(S(=O)(=O)N2CCC(O)(c3ccc(Cl)cc3)CC2)cc1
 : 83.7, -0.5, -3.6, 72.2, 24.2, 5.8, -5.8, 0.4, -4.4, -25.2
Cc1ccccc1C(=O)OC1OC(=O)C(Cl)=C1N1CCOCC1 (configuration not stated)
 : 94.7, 3.7, -3.1, 90.8, 2.6, 6.8, -6.8, -2.5, 2.1, 0.4
CC1(C)CC(=O)C(C(C2=C(O)CC(C)(C)CC2=O)c2cccs2)C(=O)C1 (configuration not stated)
 : 103.6, 11.6, -1.1, 99.8, -23.1, 3.3, -34.0, 0.4, -0.4, 32.3
C/C(=N\O)c1ccc(N2C(=O)C3CC=C(Cl)CC3C2=O)cc1 (configuration not stated)
 : 100.6, 19.4, -2.0, 91.6, -1.0, -5.8, -25.8, ., 22.9*, .
CCCCn1c(-c2ccc(Cl)cc2)nc2c(=O)n(C)c(=O)[nH]c21
 : 88.5, 4.3, -1.1, 104.6, -10.4, -7.3, -49.3, -5.2, -0.7, -12.1
CCc1cc(C(=O)OC)c(NC(=O)CCCC(=O)O)s1
 : 91.8, 13.9, -1.6, 98.8, -7.9, 1.1, -26.9, ., 0.1, -7.7
O=C1Nc2ccccc2C12OCCO2
 : 80.8, 6.9, -2.0, 86.4, ., 2.6, -36.6, -0.5, 0.5, -6.7
Cc1ccc(CS(=O)(=O)CCC(=O)NC2CC2)cc1
 : 99.7, 9.9, -3.4, 90.0, -19.6, -0.5, -16.7, -0.6, 1.0, -1.5
C/C(N)=C(/C#N)C(=O)CN1CCCCC1
 : 94.0, 6.7, -0.1, 105.5, -12.7, -4.0, -5.4, -0.6, -0.5, -8.7
O=C1Nc2ccccc2C(O)(C(=O)NCc2ccc3c(c2)OCO3)N1c1ccc(Cl)c(Cl)c1 (configuration not stated)
 : 76.1, 9.2, -1.4, 84.5, -1.9, 7.7, -46.9, ., 0.8, -4.2
O=C(CCCOc1ccccc1)N1CCN(C(=O)c2ccco2)CC1
 : 96.7, 23.6, -2.4, 97.5, ., -4.1, -26.2, -2.8, 1.1, -13.2
O=C(CN1C(=O)CSC1=O)N1CCc2ccccc2C1
 : 99.5, 3.0, 0.1, 100.7, -8.2, 6.0, -30.5, 8.0, -0.2, -13.3
O=C(Nc1ccc(S(=O)(=O)N2CCCCC2)cc1)c1cnccn1
 : 81.9, 16.8, -1.7, 88.5, 11.6, 0.3, -40.5, -0.8, 4.6, -6.4
CCCCOC(=O)c1ccc(NS(=O)(=O)c2cc(-c3nnnn3CC)ccc2OC)cc1
 : 90.9, 10.7, -1.5, 90.5, -39.7, -3.8, -17.8, -0.2, 2.0, -5.2
COc1ccc([N+](=O)[O-])cc1NC(=O)C(C)c1ccccc1 (configuration not stated)
 : 96.1, 28.9, -0.5, 91.2, ., 3.9, -12.1, 0.6, -0.4, -1.6
COc1cc(C(=O)N2CCN(C(=O)c3ccco3)CC2)cc(OC)c1OC
 : 90.6, 2.0, -2.7, 106.4, 8.2, -2.5, -3.4, -1.0, 4.5, -20.5
CCCOC(=O)c1ccc(NC(=O)c2cc(OC)c(OC)c(OC)c2Br)cc1
 : 97.4, 2.5, 3.5, 91.2, -79.6, 11.3, -14.2, -0.8, 0.9, -3.3
COc1ccc(NC(=O)CN2C(=O)c3cccc4cccc2c34)c(OC)c1
 : 87.3, 10.6, -1.8, 89.3, -5.3, 4.2, -11.2, ., -0.6, -20.4
Cc1cccc(OCc2nnc(N)s2)c1C
 : 87.8, 34.0, -0.4, 79.0, 70.6*, -2.3, 2.6, -2.1, 1.3, -13.6
Cc1oc2ccc(NS(=O)(=O)c3ccccc3)cc2c1C(=O)Nc1ccccc1
 : 96.3, 36.0, -1.8, 90.9, ., 3.0, -42.4, -9.2, 5.5, -3.1
Cc1nc(S(=O)(=O)c2ccc(Cl)cc2Cl)nc2c1CCC2
 : 96.8, 2.6, -1.4, 105.4, -15.6, 25.2, -18.6, ., 3.6, -10.2
O=S(=O)(c1cccc2cccnc12)N(CCO)CCO
 : 98.4, 3.4, -0.1, 97.0, 7.2, -4.5, -17.8, 1.2, -0.2, -6.6
Cc1ccc(S(=O)(=O)N2CCCC(C(=O)NC3=NCCS3)C2)cc1 (configuration not stated)
 : 97.5, 32.5, -1.2, 94.5, -31.1, 2.6, -40.7, 0.0, 0.4, -7.4
COc1ccc(Nc2nc(N)nc(CSc3nccc(C)n3)n2)cc1
 : 100.4, 6.8, 0.1, 85.4, -43.9, -7.2, -6.5, 2.3, 1.2, -16.8
C/C(=N\NC(=O)CN1CCN(Cc2ccc(C)cc2)CC1)c1ccncc1
 : 95.8, 9.7, -1.8, 92.3, 7.5, 2.6, -15.5, -8.3, 5.7, 4.8
c1ccc(Cn2nnc3c(NCCN4CCOCC4)ncnc32)cc1
 : 107.1, 18.7, 0.6, 100.6, 15.8, 0.4, 29.8, -2.8, -0.1, -8.2
CC1(C)C2CCC13CS(=O)(=O)N[C@@H]3C2 (some centres not stated)
 : 95.3, 10.6, -1.0, 99.5, 1.5, 16.2, -36.2, -2.4, -0.6, -0.6
CN1CCC(N(C)C(=S)NC(=O)C23CC4CC(CC(C4)C2)C3)CC1
 : 92.5, 30.9, -1.7, 103.4, 78.7*, -4.1, -2.6, -9.5, 6.0, 1.5
COC(=O)c1coc(-c2ccc(OC)cc2)c1C(=O)OC
 : 76.2, 21.5, -0.3, 77.5, 16.9, 4.1, -12.5, -1.9, -0.1, -6.2
Oc1cccc(/C=N/c2c(-c3ccco3)nc3ccccn23)c1
 : 86.3, 6.0, -1.3, 93.5, ., -1.0, -17.5, 0.7, 1.9, -2.6
COc1ccc(CN2CCn3ncc(C(=O)Nc4cccc(C)c4)c3C2=O)cc1
 : 92.8, 1.6, -2.3, 94.4, -6.2, 0.7, -9.2, 0.2, -0.5, -5.0
CCOc1ccc(C(C)(C)C)cc1S(=O)(=O)n1nc(C)cc1C
 : 84.5, 4.8, -2.3, 67.6, 19.8, -1.2, -35.1, ., 3.6, .
COC(=O)NC(Nc1sc2c(c1C(N)=O)CCCC2)(C(=O)OC)C(F)(F)F (configuration not stated)
 : 92.5, 9.5, -1.8, 101.0, -0.7, 7.8, -20.6, -0.7, 0.1, -8.0
CCN1CCN(C(=S)Nc2cccc(C(F)(F)F)c2)CC1
 : 93.8, 4.8, -0.1, 99.5, 12.1, -9.2, -9.4, -3.7, -0.2, 6.9
COC(=O)C(Cc1ccc(OC(=O)c2ccc(C)cc2)cc1)N1Cc2ccccc2C1=O (configuration not stated)
 : 54.7, 3.7, 0.7, 51.7, 23.2, -4.6, -39.6, -0.3, 3.4, 10.1
Cc1cnc(C(=O)Nc2ccc(F)cc2)cn1
 : 98.0, 6.2, -0.4, 93.6, -29.6, 0.7, -30.5, ., 0.3, -21.9
CCc1c(C)c2cc(Cl)c(O)c(CN3CCCCC3)c2oc1=O
 : 90.9, 6.5, -2.0, 97.8, 22.2, -4.1, -9.5, -0.8, -1.0, -24.8
CCOC(=O)C(C)Sc1nnc(-c2ccccc2O)n1Cc1ccccc1 (configuration not stated)
 : 98.3, 3.0, -0.8, 91.0, -44.5, -12.6, -22.0, -3.5, 8.7, -3.2
Clc1ccc(OCCn2ccnc2)c(Cl)c1
 : 82.2, 6.5, -0.5, 90.0, 9.8, 5.6, -32.7, -1.4, -0.7, -4.9
Cc1cc2cc(CNC(=O)c3ccc4c(c3)OCO4)ccc2[nH]1
 : ., ., ., ., -4.2, 0.8, ., 2.3, 0.0, .
O=C(CC1CCS(=O)(=O)C1)NC1CCCCC1 (configuration not stated)
 : 95.8, 3.1, -0.5, 106.5, ., -2.6, -26.5, -0.8, 1.8, -3.6
O=c1cc(CN2CCN(CCO)CC2)c2cc3c(cc2o1)CCC3
 : 92.9, 14.5, -2.6, 98.2, 5.4, 10.2, -4.3, -1.0, 1.9, -4.6
COc1ccc(NS(=O)(=O)c2ccc(NC(=O)CCNS(=O)(=O)c3ccc(C)cc3)cc2)cc1
 : 88.1, 2.3, -1.5, 93.5, -15.1, 7.2, -7.1, -4.2, -0.3, -0.9
Cc1cc(C)cc(C(=O)NCC(=O)OCc2c(C)noc2C)c1
 : 92.5, 6.0, -1.5, 90.5, ., -0.8, -42.8, -7.7, 1.7, -1.8
COC(=O)/C(C#N)=C/c1c(Oc2cc(C)cc(C)c2)nc2c(C)cccn2c1=O
 : 21.2, 6.6, -5.2, 17.9, -9.9, 2.1, -25.4, -1.8, -1.0, 2.2
CCCCCOc1ccc(CSC(=N)N)cc1[N+](=O)[O-]
 : 1.9*, 8.7, -5.5, 1.3*, 18.5, -15.9, -3.5, -0.2, 7.6, -30.9
Cc1no[n+]([O-])c1COc1ccccc1/C=N/n1nnnc1N
 : 90.1, 5.7, -3.4, 87.8, -2.1, 12.0, -45.9, -9.8, 1.9, -1.0
Cc1ccccc1OCC(O)Cn1c(NCc2ccccc2)nc2c1c(=O)[nH]c(=O)n2C (configuration not stated)
 : 93.5, 3.5, -0.9, 85.9, -4.5, 5.0, -79.7, 4.5, 2.7, -7.4
CN1CCc2nc(SCC(=O)Nc3ccc(OC(F)(F)F)cc3)c(C#N)c(-c3cccs3)c2C1
 : 85.2, 27.9, -2.8, 73.1, ., 9.2, -13.0, 6.5, 2.0, 9.4
CNC(=O)c1c(N)sc2c1CCCCC2
 : 89.6, 5.5, -3.8, 94.4, ., -1.1, -31.9, -0.2, 2.0, -8.6
COC(=O)c1sc(NC(=O)CC(C)C)c(C(=O)OC)c1C
 : 97.4, 10.7, -0.4, 91.0, -11.3, -1.0, -71.0, -1.7, 5.8, 11.6
COc1cccc(N(CC(=O)Nc2cccc(C(C)=O)c2)S(C)(=O)=O)c1
 : 77.9, 4.2, -2.8, 86.0, -2.9, 1.9, -19.0, ., -2.1, -2.5
CCCCOc1ccccc1NC(=O)C=C(C)C
 : 101.7, 18.5, -1.1, 94.7, -70.6, -3.2, -67.6, 9.0, -1.9, -19.6
O=C(CCC(=O)c1ccc[nH]1)c1ccc(Cl)cc1
 : 101.6, 22.7, 1.4, 98.8, 2.5, -28.6, -70.3, 0.6, 1.8, -9.3
COc1cc(NC(=S)NCCSc2ccc(C)cc2)cc(OC)c1
 : 88.9, 11.2, -3.2, 86.1, ., 6.0, 3.4, -9.9, 1.2, -4.6
O=C(CCc1nc2ccccc2[nH]1)Nc1ccc2c(c1)OCCO2
 : 92.8, 4.0, -0.2, 97.5, -1.3, -1.1, 0.0, ., 0.8, 4.8
O=C(Nc1ccc(SC(F)F)cc1)c1ccc2nccnc2c1
 : 33.4, 2.4, -0.8, 40.7, -13.3, 0.7, -41.1, -0.6, -0.9, -15.6

Bioassay records from PubChem BioAssay.
